# Screening results as filed in PubChem BioAssay.
# M17LAP inhibition – P. falciparum M17LAP inhibitors, primary screen, biochemical, fluorogenic H-Leu-NHMec substrate, 1536-well (AID 1619); recombinant M17LAP, H-Leu-NHMec fluorogenic kinetic assay; higher % means a stronger effect; one-dose inhibition, % at 30 µM; IC50 in µM for titrated hits; actives 0.38% (n = 220,000);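 active means compound inhibiting the enzyme by more than half at any dose during confirmatory dose-response retesting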;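 further: plate controls were full reaction with DMSO carrier for no effect and no enzyme background for full effect; strong numbers were not always called active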
# WT yeast gro inh – growth inhibition of WT strain, primary screen, mitochondrial fusion inhibitor project, WT and mutant strains, chemical genetic; mitochondrial fusion phenotypic screen; inhibition, % at 10 µM; actives 2.1% (n = 190,000); in the data active means inhibition above about 58%; tested in S. cerevisiae
# MT stabilize HCS – microtubule stabilizers in HeLa cells, primary screen, imaging, high-content imaging; HeLa tubulin immunostaining HCS, 24 h; share of cells brighter than vehicle mean+2SD; % tubulin-high responders, % at 10 µM; actives 0.83% (n = 200,000); AID 2205, 2009;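 active means plate Z-score above 3 for both tubulin-high and condensed-nucleus cell shares, with cell loss under 80%, at 10 µM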;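 further: anti alpha tubulin signal scored within the nucleus-defined area of each cell; some results filed as inactive read as strong as hits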
# M1AAP inhibition – P. falciparum M1AAP inhibitors, biochemical, fluorogenic H-Leu-NHMec substrate, 1536-well (AID 1445). Aminopeptidase N (Plasmodium falciparum (isolate 3D7)). recombinant M1AAP, H-Leu-NHMec fluorogenic kinetic assay; higher % means a stronger effect. one-dose inhibition, % at 30 µM; IC50 in µM for titrated hits. actives 0.42% (n = 220,000);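 active means primary inhibition above the hit cutoff, then over 50% inhibition at one or more dose response concentrations, cut at about 23% in these data, passing the limit was not always enough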;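 further: plate controls were DMSO full reaction for no effect and no enzyme background for full effect; strong numbers were not always called active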
# Dynein cargo inh – inhibitors of GR-EGFP nuclear translocation, primary screen, dynein cargo transport inhibitor project, imaging, high-content, 3617.4 mouse cells | actives 0.47% (n = 220,000) | AID 1381, 2008 | z-score, hits read low | test concentration mostly 20 µM; stimulated with dexamethasone, 1 µM; hits give low values;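 active means plate z-score of nuclear minus cytoplasmic receptor signal below a set negative limit, without overly bright fluorescence or cell loss, cut at about -3.5 in these data, passing the limit was not always enough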;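 further: z-score of nuclear minus cytoplasmic ring GR-EGFP intensity difference per well; some compounds called inactive have numbers as strong as hits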
#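 Also added: dexamethasone, 1.0 µM final. Medium: tet-free, stripped-serum medium. Detection: fixed, Hoechst-stained cells imaged at 10x for EGFP. Read-out: nuclear-to-cytoplasmic GR-EGFP distribution per well. Times: induction 48 h, compound 1 h, agonist 30 min.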
# Yfh1-depleted yeast – enhancers of respiration in Yfh1-depleted yeast, dose response, Friedreich's ataxia, plus single-dose screen (AID 1465). actives 0.074% (n = 220,000). S. cerevisiae Yfh1-off respiration, WST-1 reduction, 72 h; higher fold induction means a stronger effect. fold induction at 50 µM, or EC50 in µM where a hit was titrated;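 active means fold induction of absorbance versus untreated yeast above a set limit, then at least 30% activation at any dose in follow-up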;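 further: activators that raise dye reduction in frataxin-depleted yeast; strong numbers were not always called active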
# T cell HTS – modulators of CD8 T cell-vesicle binding, primary screen, mouse 2C CD8+ T cells, flow cytometry; calls only at 7 µM; AID 2052, 2009; actives 0.068% (n = 330,000); 2C CD8+ T cell-vesicle binding; hits give low values;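 active means response, share of CD8 T cells binding vesicles, and their 90th percentile fluorescence all below set limits, cut at about 80% in these data, passing the limit was not always enough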
#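 Test system: purified 2C TCR transgenic mouse naive CD8+ T cells. Probe or stimulus: QL9-peptide-loaded Drosophila micro-vesicles bearing Ld, ICAM-1 and B7-1. Incubation: binding step 1.5 h, 37 °C, antibody labelling 20 min, ice. Measured by: flow cytometry of vesicle-bound cells.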
# Autophagy mod – autophagy modulators in MEF cells, primary screen, imaging, high-content, MEF GFP-LC3 | MEF GFP-LC3 puncta imaging; test concentration mostly 10 µM | calls only at 10 µM (by protocol) | actives 0.98% (n = 190,000);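 active means percentage of spot-positive cells more than 3 SD above its plate mean, without a fluorescence outlier flag or 80% toxicity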;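 further: spot-positive cell cutoff set from DMSO-treated cells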
# b-catenin transl – modulators of beta-catenin nuclear translocation, primary screen, imaging, HeLa cells, immunofluorescence, high-content | nuclear translocation activity, % at 5 µM | actives 0.3% (n = 190,000);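 active means nuclear translocation activity above 50% at 5 µM, with a well cell count of 50 or more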;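 further: per-cell ratio of nuclear to cytoplasmic median beta-catenin stain intensity; plate controls were DMSO negative control for no effect and GSK-3 inhibitor IX positive control for full effect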
#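 System: HeLa cells, endogenous beta-catenin; compound dosing: 5 µM primary single dose, 0.1% DMSO, 0.02–20 µM confirmation series; incubation: 24 h compound exposure at 37°C, 5% CO2; signal: beta-catenin immunofluorescence imaging with DAPI; evaluation: % activation, nuclear-to-cytoplasmic median beta-catenin signal ratio per cell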
# WT yeast gro inh mutant strain – second read-out of WT yeast gro inh, no call of its own (marks repeat the call); inhibition, %; mitochondrial fusion phenotypic screen, mutant strain inhibition
# Dynein cargo inh cytoplasmic EGFP – second read-out of Dynein cargo inh, no call of its own (marks repeat the call); z-score; measured here: cytoplasmic GR-EGFP intensity; hits give high values
# Dynein cargo inh nuclear GR-EGFP – recorded beside Dynein cargo inh, whose call it bears; z-score; measured here: nuclear GR-EGFP intensity;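 lower value marks the stronger effect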
# Dynein cargo inh cell count – further read-out of Dynein cargo inh, marked with its call; z-score; measured here: cell count per field
# b-catenin transl cell count 5 µM – recorded beside b-catenin transl, whose call it bears; cell count; measured here: cell count, cytotoxicity flag
# T cell HTS vesicle-bound % – also measured in T cell HTS; calls as there; double positive events, %; measured here: CD8+ vesicle-bound cell fraction;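 binding gate set so that unloaded-vesicle control wells show 10% double positive cells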
# MT stabilize HCS Hoechst-high % – recorded beside MT stabilize HCS, whose call it bears; % Hoechst-high responders; measured here: nuclear condensation Hoechst responders;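 share of cells brighter than vehicle mean plus two SD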
# MT stabilize HCS cytotoxicity % – recorded beside MT stabilize HCS, whose call it bears; toxicity, %; measured here: cytotoxicity by cell density;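 0% = mean cell density of plate MIN control wells and 100% = no cells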
# Autophagy mod cell loss 18 h – second read-out of Autophagy mod, no call of its own (marks repeat the call); toxicity, %; measured here: cell loss, nuclei count;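 cell loss after 18 h compound exposure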
# Starred values were filed as active, the others as inactive; i = inactive; · = no result given.
SMILES,M17LAP inhibition,WT yeast gro inh,WT yeast gro inh mutant strain,MT stabilize HCS,MT stabilize HCS Hoechst-high %,MT stabilize HCS cytotoxicity %,M1AAP inhibition,Dynein cargo inh,Dynein cargo inh cytoplasmic EGFP,Dynein cargo inh nuclear GR-EGFP,Dynein cargo inh cell count,Yfh1-depleted yeast,T cell HTS,T cell HTS vesicle-bound %,Autophagy mod,Autophagy mod cell loss 18 h,b-catenin transl,b-catenin transl cell count 5 µM
N/C(=N\OC(=O)Cc1ccccc1)c1ccccc1Cl,2.4%,-9.9,-6.0,1.2,2.2,0.8,1.7%,0.758,-0.298,0.382,-1.11,i,i,59.3,i,-6.0,1.6,914
Cc1cc(Nc2ccc3c(c2)OCCO3)c2ccccc2n1,27.8%,15.3,14.1,2.2,1.0,10.3,7.0%,-0.115,-0.236,-0.0628,2.75,i,i,40.7,i,2.6,-4.7,500
CCCCC1=NN2C(=N)CC(=O)N=C2S1,3.9%,-9.9,7.9,2.9,2.2,8.7,4.9%,0.207,-0.241,-0.642,1.39,i,i,46.2,i,8.1,·,·
CCN(CC)S(=O)(=O)c1ccc(N2C(=O)CC2(/C=C/c2ccccc2)C(=O)NC2CCCC2)cc1 (stereo unspecified),5.2%,-0.7,-13.7,1.9,3.8,12.4,5.1%,2.46,-0.0827,1.6,-2.11,i,i,21.4,i,-15.5,1.9,885
CCOC(=O)c1cc(-c2ccccc2)sc1NC(=O)c1ccc(OC)c(OC)c1,-5.8%,-5.1,-41.5,3.2,3.9,5.1,3.1%,0.134,-0.228,0.0469,-0.0701,i,i,7.0,i,13.8,-0.3,1108
O=C(N/N=C/c1ccccc1Cl)c1ccc(F)cc1,0.8%,-8.7,-8.3,2.8,1.4,3.2,-1.0%,0.534,-0.038,0.649,0.614,i,i,9.2,i,-12.1,2.3,1311
Cc1ccc(CSc2nnc(SCC(=O)N/N=C/c3c(C)nn(-c4ccccc4)c3C)s2)cc1,5.0%,14.9,2.1,2.8,2.5,13.0,9.4%,0.245,-0.253,0.109,0.422,i,i,28.1,i,0.3,-3.9,462
COc1ccc(CCN(C(=O)c2cccc(F)c2)C2CC(=O)N(c3ccccc3)C2=O)cc1 (stereo unspecified),-3.5%,-5.3,-4.5,6.0,3.2,4.4,2.8%,0.773,-0.239,0.725,-0.442,i,i,51.8,i,1.0,-1.0,1083
COc1c(F)c(F)c(C(=O)Nc2ccccc2N2CCN(C(=O)C(C)C)CC2)c(F)c1F,6.2%,-7.7,-12.3,3.6,1.7,5.7,2.6%,-0.171,-0.241,0.288,-0.194,i,i,10.3,i,-12.2,-0.7,1145
CCCCC(=O)Nc1nc2c(OC)ccc(OC)c2s1,-0.6%,5.0,1.8,5.1,4.0,9.1,10.7%,-0.912,-0.24,-0.394,0.455,i,i,26.6,i,5.1,·,·
CCN(CC)S(=O)(=O)c1ccc(NC(=O)COc2nc3ccccc3nc2N2CCOCC2)cc1,-6.7%,-7.9,-19.1,3.0,3.2,7.5,3.0%,0.694,2.52,0.543,-1.18,i,i,36.4,i,11.3,-4.7,562
O=C(CSc1nc2ccccc2[nH]1)NCc1ccc(F)cc1,-0.1%,-5.4,1.5,2.1,2.0,6.7,2.9%,0.582,-0.339,0.708,-0.138,i,i,25.6,i,14.8,6.0,880
Cn1cccc1Cc1nnc(SCC(=O)Nc2ccccc2F)n1-c1ccc(F)cc1,11.2%,3.5,-8.0,5.6,1.9,7.5,1.6%,-0.607,-0.165,-0.265,-0.0506,i,i,42.1,·,·,0.4,1111
CCc1ccc(N(C(=O)Cc2cccs2)C(C(=O)NC2CCCCC2)c2cn(C)nc2C)cc1 (stereo unspecified),1.7%,-6.4,3.1,1.9,2.2,10.4,5.1%,-0.537,0.41,-0.376,0.252,i,i,32.9,i,-27.0,·,·
N#Cc1nc(COc2ccc(Br)cc2)oc1N1CCN(Cc2ccccc2)CC1,-0.4%,20.4,-13.4,5.2,2.9,9.2,0.0%,-0.835,-0.0537,-0.471,0.143,i,·,·,i,14.1,-0.2,863
COc1ccc(NC(=O)c2ccc3ccccc3n2)cc1S(=O)(=O)Nc1ccccc1Cl,16.5%,13.9,3.2,0.9,2.3,16.3,1.9%,-0.692,-0.21,-0.0792,0.809,i,i,13.3,i,4.6,-0.8,906
FC(F)(F)c1cc(C(F)(F)F)c2ccc(N3CCN(c4ncccn4)CC3)nc2n1,7.7%,-7.6,14.0,13.8,2.0,8.5,2.7%,0.893,-0.276,0.826,-0.26,i,i,46.3,i,33.1,-2.1,971
CCCN1C(=O)C(O)(C/C(C)=N/O)c2ccccc21 (stereo unspecified),-5.7%,6.0,8.7,1.9,3.8,9.7,5.7%,0.43,-0.0606,0.579,-0.187,i,i,19.7,i,2.2,-3.4,1137
CCOc1ccc(-c2nc(-c3ccncc3)no2)cc1OCC,-4.7%,-3.7,0.7,1.0,0.2,19.9,2.8%,-0.942,-0.229,-0.237,1.46,i,i,42.3,i,-0.8,-2.2,1158
COC(=O)c1c(C)nn(-c2ccccc2)c1-n1cccc1,2.1%,-2.1,5.2,2.6,1.0,5.4,3.1%,-0.675,-0.198,-0.132,0.391,i,i,58.4,i,-14.7,·,·
O=C(Nc1ccc2c(c1)OCO2)C(c1ccccc1)N1CCCCC1 (stereo unspecified),-10.1%,12.8,8.2,3.7,2.8,8.2,0.0%,-0.964,-0.168,-0.533,0.299,i,i,31.4,i,6.8,0.3,1195
CCOC(=O)C(=O)Nc1cc(C)on1,0.6%,-14.4,-5.0,2.1,1.4,4.9,1.8%,-0.214,-0.369,0.0313,0.262,i,i,27.3,i,7.6,-5.8,996
CN(C)c1ccc(P(=O)(Nc2cccc(C(F)(F)F)c2)N2CCOCC2)c(NC(=O)c2cccs2)c1 (stereo unspecified),25.1%,9.4,-6.9,3.1,3.0,7.8,1.6%,-0.665,-0.178,-0.569,0.65,i,i,58.7,i,-16.3,-3.3,1128
CCN(CC(=O)O)S(=O)(=O)c1cc(Cl)ccc1Cl,7.8%,0.0,11.0,2.7,1.0,7.0,5.6%,2.08,-0.213,0.873,-1.32,i,i,9.9,i,3.8,0.2,1050
CC(C)c1ccc(OCC(=O)NCCO)cc1,4.1%,0.8,-10.5,1.9,3.6,11.4,2.9%,-1.02,-0.334,-0.825,1.28,i,i,36.6,i,-56.2,-2.3,535

# Arranged by the number under Dynein cargo inh (highest first): 3 of the compounds above
molecule	Dynein cargo inh
Cc1ccc(CSc2nnc(SCC(=O)N/N=C/c3c(C)nn(-c4ccccc4)c3C)s2)cc1	0.245
CCOC(=O)c1cc(-c2ccccc2)sc1NC(=O)c1ccc(OC)c(OC)c1	0.134
Cn1cccc1Cc1nnc(SCC(=O)Nc2ccccc2F)n1-c1ccc(F)cc1	-0.607

# Additional results
SMILES,M17LAP inhibition,WT yeast gro inh,WT yeast gro inh mutant strain,MT stabilize HCS,MT stabilize HCS Hoechst-high %,MT stabilize HCS cytotoxicity %,M1AAP inhibition,Dynein cargo inh,Dynein cargo inh cytoplasmic EGFP,Dynein cargo inh nuclear GR-EGFP,Dynein cargo inh cell count,Yfh1-depleted yeast,T cell HTS,T cell HTS vesicle-bound %,Autophagy mod,Autophagy mod cell loss 18 h,b-catenin transl,b-catenin transl cell count 5 µM
COCCNC(=S)N1CCC(C(=O)c2ccc3c(c2)OCCO3)CC1,1.0%,-0.2,1.5,6.6,2.3,2.5,-0.6%,0.104,-0.297,0.844,0.05,i,i,47.2,i,13.5,-1.8,1110
CCN(CC)S(=O)(=O)c1ccc(-c2nnc(SCc3nnc(-c4ccccc4)o3)o2)cc1,6.7%,11.2,16.9,5.5,6.3,5.3,3.4%,-0.574,-0.183,-0.0931,0.29,i,i,15.5,i,10.8,-2.5,1185
COc1ccc(S(=O)(=O)n2nc(OC(C)=O)cc2N)cc1,-2.7%,2.9,8.6,4.2,1.3,7.6,7.5%,-0.382,-0.0497,0.166,-0.282,i,·,·,i,16.1,-2.3,1185
Cc1ccc2oc(/N=C(\N)NC(=O)C(C)(C)C)nc2c1,5.7%,·,·,·,·,·,-1.1%,0.582,-0.27,0.252,0.102,i,i,30.2,·,·,1.9,945
COc1cc2c(cc1O)CCN(C(=O)c1ccco1)C2C (stereo unspecified),13.2%,2.9,7.8,1.1,0.8,5.2,0.6%,-0.895,-0.223,-0.359,1.02,i,i,40.3,i,-2.3,·,·
Cc1c(/C=N/n2cnnc2)c2ccccc2n1CCOc1ccc(Cl)cc1,8.2%,-11.0,-9.1,2.2,2.7,10.7,6.1%,-0.623,-0.0226,-0.203,0.737,i,i,56.4,i,7.9,0.0,1164
